High-throughput results as filed in PubChem.
ST2 inh = IL1RL1 inhibition; hit rate 2.3% among 78,000; AID 1259354; AlphaLISA ST2-Fc/biotin-IL-33 interaction, 1 h; inhibition, % for hits at 17 µM; in the data active = inhibition above about 30%; inconclusive = mostly about 10% to 28%
Target sequence (Q01638 whole entry, looked up): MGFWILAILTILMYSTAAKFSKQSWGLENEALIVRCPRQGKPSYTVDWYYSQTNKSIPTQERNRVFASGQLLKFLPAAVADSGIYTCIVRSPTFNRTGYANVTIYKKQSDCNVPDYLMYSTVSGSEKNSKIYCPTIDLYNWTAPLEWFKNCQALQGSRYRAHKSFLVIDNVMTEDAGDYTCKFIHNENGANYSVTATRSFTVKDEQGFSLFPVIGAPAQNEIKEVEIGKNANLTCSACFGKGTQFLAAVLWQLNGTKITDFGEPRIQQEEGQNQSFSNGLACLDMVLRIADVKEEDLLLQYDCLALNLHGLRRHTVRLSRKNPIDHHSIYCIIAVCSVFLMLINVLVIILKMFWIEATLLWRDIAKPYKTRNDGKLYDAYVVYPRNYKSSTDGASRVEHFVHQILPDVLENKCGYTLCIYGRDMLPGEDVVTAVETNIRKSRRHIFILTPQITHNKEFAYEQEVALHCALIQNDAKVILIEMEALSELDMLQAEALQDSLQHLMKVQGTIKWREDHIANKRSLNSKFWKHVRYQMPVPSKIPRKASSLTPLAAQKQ
Starred values were filed as active, the others as inactive; i = inactive; u = inconclusive. The list is partial, so the mix of outcomes need not match the whole.

The opening 6 compounds, to show the layout:
SMILES	ST2 inh
COc1c(C)c(OCC=C(C)C)cc(CO)c1CO	i
CC(C)CCNC(=O)C1CCCN1c1nnc(N2CCCCC2=O)s1 (stereo unspecified)	i
Cc1ccc(C2(CN3CCC(n4nc(C)cc4C)C3)CCNCC2)nc1 (stereo unspecified)	u
Cc1ccnc(NS(=O)(=O)c2ccc(NC(=O)CC34CC5CC(CC(C5)C3)C4)cc2)n1	i
CCOc1ccccc1C(=O)NCc1ccc(F)cc1	i
CC(=O)N1CCc2cc(Br)cc(S(=O)(=O)CCC(=O)N(C)Cc3ccccc3)c21	i

The whole of this part, from the first entry:
SMILES	ST2 inh
COc1c(C)c(OCC=C(C)C)cc(CO)c1CO	i
CC(C)CCNC(=O)C1CCCN1c1nnc(N2CCCCC2=O)s1 (stereo unspecified)	i
Cc1ccc(C2(CN3CCC(n4nc(C)cc4C)C3)CCNCC2)nc1 (stereo unspecified)	u
Cc1ccnc(NS(=O)(=O)c2ccc(NC(=O)CC34CC5CC(CC(C5)C3)C4)cc2)n1	i
CCOc1ccccc1C(=O)NCc1ccc(F)cc1	i
CC(=O)N1CCc2cc(Br)cc(S(=O)(=O)CCC(=O)N(C)Cc3ccccc3)c21	i
O=C(CSc1nnc(-c2ccccc2)o1)n1c2c(c3ccccc31)CCCC2	i
CCOC(=O)CSc1nc2c(sc3ccccc32)c(=O)n1CCO	u
CN1CCCn2nc(C(=O)N3CCc4c([nH]c5ccccc45)C3)cc2C1	u
Brc1cccc(OCCCCN2CCOCC2)c1	i
Cc1ccc(Cl)cc1N1C(=O)C2C3C=CC(CO)(O3)C2C1=O (stereo unspecified)	u
O=C(COc1ccccc1)Nc1c(C(=O)Nc2ccc(F)cc2)oc2ccccc12	i

The final seven records of the section before open the next one.
SMILES	ST2 inh
CC(=O)N1CCc2cc(Br)cc(S(=O)(=O)CCC(=O)N(C)Cc3ccccc3)c21	i
O=C(CSc1nnc(-c2ccccc2)o1)n1c2c(c3ccccc31)CCCC2	i
CCOC(=O)CSc1nc2c(sc3ccccc32)c(=O)n1CCO	u
CN1CCCn2nc(C(=O)N3CCc4c([nH]c5ccccc45)C3)cc2C1	u
Brc1cccc(OCCCCN2CCOCC2)c1	i
Cc1ccc(Cl)cc1N1C(=O)C2C3C=CC(CO)(O3)C2C1=O (stereo unspecified)	u
O=C(COc1ccccc1)Nc1c(C(=O)Nc2ccc(F)cc2)oc2ccccc12	i
COc1ccccc1C1CCCN1C(=O)Cn1nnnc1CN1CCOCC1 (stereo unspecified)	u
Cc1ccc(Cn2c(CNS(=O)(=O)c3ccc(C(C)(C)C)cc3)nc3cccnc32)cc1	i
Cn1c(=O)c2c(nc(N3CCOCC3)n2CC(=O)c2ccc(Cl)cc2)n(C)c1=O	u
O=C(NCCc1c[nH]c(=O)[nH]c1=O)c1scc2c1CCCC2	u
C=CCSc1nnc2c(n1)OC(c1ccc(C(=O)O)cc1)Nc1ccccc1-2 (stereo unspecified)	i
CCN1CCN(C(=O)CCC(=O)Nc2ccc3nc(N4CCN(C)CC4)cc(C)c3c2)CC1	i
COc1ccc(S(=O)(=O)N2CCSC2c2cc(Br)ccc2OC)cc1 (stereo unspecified)	u
CCOc1ccc(C(=O)Nc2cccc(F)c2)cc1Cl	i
CC(c1nccs1)N(C)C(=O)c1ccc(-n2cnnc2)cc1 (stereo unspecified)	i
CCSc1nnc2c(n1)OC(c1ccccc1F)N(C(C)=O)c1ccccc1-2 (stereo unspecified)	i
Nc1cc(C(=O)O)ccc1NC1CCCCC1	31%*
Cc1ccc(F)cc1-c1ccc(N)nc1	u
O=C(Nc1cccnc1)c1noc2c1CCCC2	i
Cc1cc2ccccc2c(=O)n1CC(=O)NCC(=O)N1CCCC(C)C1 (stereo unspecified)	i
COc1ccc(-c2nc3cc(N=Cc4cc(C(=O)O)ccc4O)ccc3o2)cc1	u
COc1ccc(Cl)cc1N1C(=O)C2CCCN2C1c1cccc(Br)c1 (stereo unspecified)	i
Cc1ccc(CNC(=O)CNS(=O)(=O)c2ccc(Br)s2)cc1	i
Cc1ccc2c(C)c(C(=O)N[C@H](CO)Cc3ccccc3)oc2c1	i
CS(=O)(=O)Nc1ccc(S(=O)(=O)Nc2ccc(F)cc2)cc1	u
O=C(CSc1c2c(nc3ccc(Cl)cc13)CCCC2)Nc1cccnc1	i
CC(=O)NC(=Nc1nc(C)c2cc(C)ccc2n1)NC(C)=O	i
CCOc1ccc(N2C(=O)CC(N3CCN(C)CC3)C2=O)cc1 (stereo unspecified)	u
FC(F)(F)c1cc(-c2cccs2)nc(-n2ccnc2)n1	i
O=C(NCc1ccc2c(c1)OCO2)C1CCCN(S(=O)(=O)c2cnc[nH]2)C1 (stereo unspecified)	i
CCC(C)Sc1nc2c(c(=O)n1-c1ccc(Br)cc1)SCC2 (stereo unspecified)	u
CCN(Cc1ccc(CO)o1)Cc1ccccc1F	i
COc1ccc(C2=N/C(=C\c3ccc4c(c3)OCO4)C(=O)O2)cc1[N+](=O)[O-]	u
COc1ccc(N2CCN(Cc3cnc[nH]3)C(C)C2)cc1 (stereo unspecified)	i
CN(C(=O)c1coc(COc2ccc3c(c2)OCO3)n1)C1CCCc2ccccc21 (stereo unspecified)	i
CCC(=O)N1CCc2cc(Br)cc(S(=O)(=O)Nc3cccc(F)c3)c21	i
CCOc1cc(C(=O)N2CCN=C2SC)cc(OCC)c1OCC	i
CC(=O)N1c2c(cc(Br)cc2S(=O)(=O)Nc2ccc(C)cc2Cl)CC1C (stereo unspecified)	i
O=C(Cc1ccc(F)cc1)N1CCN(S(=O)(=O)c2cc3c4c(c2)CCN4C(=O)CC3)CC1	i
Cn1c(SCc2ccc([N+](=O)[O-])cc2)nnc1-c1ccc(NC(=O)c2ccccc2Cl)cc1	i
CC1=CC(C)(C)Nc2ccc(OC(=O)COc3ccc(Cl)cc3)cc21	i
O=C(CSCc1cccc(Br)c1)N1CCCCC1	i
O=C(CC1COCCN1)N1CCN(Cc2ccccn2)CC1 (stereo unspecified)	u
N#Cc1nc(COc2ccc(Br)cc2)oc1N1CCCCC1	64%*
Cc1csc2ncc(C(=O)NCc3ccc(F)cc3)c(=O)n12	i
CCOC(=O)C1=C(C)Nc2nc(SCc3ccccc3)nn2C1c1ccc(F)cc1 (stereo unspecified)	i
CCOc1ccc2nc(Nc3nc4ccc(NC(C)=O)cc4s3)sc2c1	i
CCn1cnc2cc(NCc3ccccc3Cl)ccc21	i
CCC(=O)N1CCc2cc(Br)cc(S(=O)(=O)Nc3ccc(C(C)C)cc3)c21	i
CCCCNC(=O)c1cn(CC)c2ccc(S(=O)(=O)N3CCC(C)CC3)cc2c1=O	i
Cc1c(NCc2ccccn2)cccc1C(=O)NCc1noc(C(C)C)n1	i
O=C(CSc1ncnc2ccccc12)Nc1ccc2nsnc2c1	i
COc1cccc(C2CC(c3ccc(Br)cc3)=NN2C(=O)CCCC(=O)O)c1OC (stereo unspecified)	i
O=C(c1ccc(Cl)cc1Cl)N1CCN(c2ccc([N+](=O)[O-])cc2)CC1	i
CN1[C@@H](CCC(=O)NCc2ccccc2)CNC(=O)[C@@H]2[C@H]1CCN2Cc1cccc(OC(F)(F)F)c1	i
O=C(C(=O)N1CCOC(CCCc2ccccc2)C1)c1ccco1 (stereo unspecified)	i
N=c1oc2cc(O)ccc2cc1C(=O)Nc1ccc(F)cc1	i
CCCc1cc(=O)oc2cc(OCC(=O)OC)ccc12	i
CC1(c2ccccc2)OC(=O)C(=Cc2c[nH]c3ccccc23)C(=O)O1 (stereo unspecified)	u
O=C1CCCCCCC1S(=O)(=O)Cc1ccccc1 (stereo unspecified)	i
CCCS(=O)(=O)c1c(S(=O)(=O)CCC)c2cnccn2c1C(=O)c1ccc(C)cc1C	i
COCCn1c(CCCC(=O)NCCN(C)C)nc2cccnc21	i
CN1C[C@@H](NS(=O)(=O)c2ccc(Cl)cc2)C[C@H]1c1nc(-c2ccccc2)no1	i
COc1ccc(S(=O)(=O)N2CCC(C(=O)Nc3cccc(C(C)=O)c3)CC2)cc1	i
N[C@@H](Cc1ccc(O)c(I)c1)C(=O)O	i
COc1ccc(S(=O)(=O)Nc2ccc3n(c2=O)C[C@H]2C[C@@H]3CN(C(=O)Cc3cccs3)C2)cc1	i
Later entries
SMILES	ST2 inh
O=Nc1ccc2oc(=O)ccc2c1	u
CCOc1ccc(C2CC(=O)N3CN(c4ccc(C)cc4)CSC3=C2C#N)cc1OC (stereo unspecified)	i
O=C(NCc1ccco1)c1noc2c1CCCC2	i
CC(=O)Nc1ccc(-c2ccc(NC(C)=O)c(Cl)c2)cc1Cl	i
Cc1cc(OCC(O)CN2CCN(c3ccc(F)cc3)CC2)ccc1Cl (stereo unspecified)	i
O=S(=O)(Nc1ccc(SC(F)F)cc1)c1cccc2cccnc12	i
CC(=O)Nc1ccccc1NC(=O)COc1ccc(C(C)C)cc1	i
CCOc1ccc(C(=O)Nc2cccc(OCc3cc(=O)n4cc(Cl)ccc4n3)c2)cc1	31%*
CCc1nc(Cn2cnc(-c3ccccc3)c2-c2cc(C)[nH]n2)cs1	i
CN(C)C(=O)c1ccc(-c2nnc(Nc3ccccc3)c3ccccc23)cc1	i
Cn1cccc1C(=O)N1CCCC(CCc2ccccc2C(F)(F)F)C1 (stereo unspecified)	u
N#Cc1c(N)nc(SCC(=O)O)c(C#N)c1-c1ccc(O)cc1	u

Looked up one by one from above:
SMILES	ST2 inh
CCOc1ccc(C(=O)Nc2cccc(OCc3cc(=O)n4cc(Cl)ccc4n3)c2)cc1	31%*
O=C(NCc1ccco1)c1noc2c1CCCC2	i

Carrying on:
SMILES	ST2 inh
O=C(CSc1nnnn1-c1ccccc1)N1CCCC1	i
Cc1ccc(CNC(=O)CN2CCN(Cc3ccccc3F)S2(=O)=O)cc1	i
Cc1nn(C)cc1-c1ccnc(N(C)Cc2ccsc2)n1	i
COc1cc(C(=O)N2CCN=C2SCc2cc(C)ccc2C)cc(OC)c1OC	i
Cc1cc(C(=O)NCCc2ccc(S(N)(=O)=O)cc2)ccc1[N+](=O)[O-]	i
COc1ccc(OCC(Cn2cnc3ccccc32)OC(C)=O)cc1 (stereo unspecified)	i
Cc1ccc(C(O)=C2C(=O)C(=O)NC2c2ccc(F)cc2)cc1 (stereo unspecified)	i
Cc1ccn2c(=O)cc(COc3cccc(NC(=O)COc4ccc(C)c(C)c4)c3)nc2c1	i
CCN(Cc1cc2ccc(OC)cc2[nH]c1=O)Cc1nccn1C	i
Cc1cccc(-c2cnc(C)nc2C2CCCN(C(=O)c3cc4cc(C)ccc4[nH]3)C2)c1 (stereo unspecified)	u
COCCCNC(=O)CCCn1c(=O)[nH]c2ccc(Br)cc2c1=O	i
CCN1C(=O)CSc2ccc(C(=O)NC3CCCC3)cc21	i
Cc1occc(=O)c1O[C@@H]1O[C@H](CO)[C@@H](O)[C@H](O)[C@H]1O	i
CN(C)CC1(O)CCCN(C(=O)CCc2nc3cccnc3n2C)C1 (stereo unspecified)	u
Cc1cccn2c(=O)c3cc(C(=O)NC4CCCCC4C)n(C)c3nc12 (stereo unspecified)	u
COc1ccc(C)cc1NC(=O)C(c1ccccc1)c1ccccc1	u
OCC1(Cc2ccccc2)CCNCC1	i
COCc1cc(C)nc2sc(C(=O)Nc3ccccc3)c(N)c12	i
CC1=C(C(=O)OCCOC(C)C)C(c2ccc(Br)cc2)NC(=O)N1 (stereo unspecified)	i
Nc1nccc(N2CCc3onc(-c4ccc5c(c4)OCO5)c3C2)n1	u
CNc1cc(NS(=O)(=O)c2ccc(N)cc2)nc(NC)n1	i
CCSc1nc2c(c(=O)n1-c1ccc(Cl)cc1)SCC2	i
Cc1noc([C@@H]2C[C@H](NC(=O)c3ccc(F)cc3)CN2C)n1	40%*
Cc1ccoc1C(=O)N(Cc1ccccc1)CC(C)CO (stereo unspecified)	u
CC(C)c1cc(C(=O)N2CCCC3(CN(C)C(=O)O3)C2)cs1 (stereo unspecified)	i
O=C(N[C@H]1CCN2C(=O)N(c3cccc(C(F)(F)F)c3)C(=O)[C@@H]2C1)c1cnccn1	u
O=[N+]([O-])c1cccc(C2Nc3c(cccc3C(F)(F)F)C3C=CCC32)c1 (stereo unspecified)	u
COc1c(C)cnc(CN(C)Cc2ncccc2C(=O)O)c1C	i
Cc1ccc(C(=O)Nc2ccc(S(=O)(=O)Nc3ncccn3)cc2)o1	i
Cc1ccc(C(=O)Nc2ccc(Cl)cc2F)o1	i
Cn1ccnc1SCCNS(=O)(=O)NCc1ccccc1	31%*
Cc1cc(OCCCCn2ccnc2)cc(C(C)C)c1	i
O=C(Cn1ccc2ccccc2c1=O)NCC(=O)Nc1nc2ccccc2s1	u
CC(C)Oc1ccc(C(O)=C2C(=O)C(=O)N(c3nccs3)C2c2ccc([N+](=O)[O-])cc2)cc1 (stereo unspecified)	35%*
Cc1ncsc1CCC(=O)N1CCOC(C(F)(F)F)C1 (stereo unspecified)	i
COc1ccc(NC(=O)O[C@@H]2CO[C@H]3[C@@H]2OC[C@@H]3NC(=O)COc2ccccc2)cc1	u
Cc1ccnc(NC(=O)COc2cc(C)c(Cl)c(C)c2)c1	i
CCOc1ccc(NC(=O)C(=O)NCCN2CCN(C(=O)c3ccc([N+](=O)[O-])cc3)CC2)cc1	i
O=C1CCCC2=C1C(c1cccc(Br)c1)Nc1ccccc1N2 (stereo unspecified)	u
Cc1nc(C(C)C)sc1C(=O)N1CCOC(CCN(C)C)C1 (stereo unspecified)	i
O=C(CSc1c2c(nc3ccc(Cl)cc13)CCCC2)NCc1cccs1	u
CC12COC3(C(=O)Nc4cccc(Cl)c4)CC1CCC32C (stereo unspecified)	i
CCOC(=O)CNC(=O)N1CCC2(CCCN(CC3CC3)C2=O)C1 (stereo unspecified)	i
O=C(C1CC1)N1CCc2cc(S(=O)(=O)NCC3CCCO3)ccc21 (stereo unspecified)	i
CCn1cc(SCC(=O)NCc2ccco2)c2ccccc21	i
Cc1cccc(C)c1NC(=O)C1(N(Cc2ccccc2)C(=O)Cn2nnnc2N)CCCCC1	i
O=C1Nc2ccc(-c3ccccc3)cc2C(=O)N2CC[C@H](NS(=O)(=O)c3cccs3)[C@@H]12	i
COc1ccc(S(=O)(=O)N2CCN(C(=O)c3ccccc3[N+](=O)[O-])CC2)cc1	u
